HTT ATP protect: Huntington cell model cytoprotection by ATP luminescence; hit rate 0.14% among 230,000; Potency, µM (doses to about 56.4 µM), inactives show cytoprotection (ATP increase), most hits filed as activators; PC12 HTT-Q103 induced, cytoprotection, ATP luminescence, 40 h; AID 1471;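 also: potency is read from the fitted curve at half-maximal effect; % of control where 0% means no effect; nearly all actives have a fitted effect of over 45% in size; toxic huntingtin expression switched on by the ecdysone agonist tebufenozide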
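Compounds added alongside 100 nM tebufenozide, which induces toxic Q103 huntingtin exon 1-GFP in stable PC12 cells; surviving cells quantified by luminescent ATP measurement. Medium: phenol red-free DMEM, 5% equine and 5% calf serum.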
aGlu spleen mod: inhibitors or activators of human alpha-glucosidase in spleen homogenate | hit rate 0.006% among 240,000 | Potency, µM (doses to about 79.9 µM), inactives show top-dose activity change, negative = inhibition, hits mostly inhibitors | AID 2112 | P10253 | human spleen homogenate, 4-MU-alpha-glucoside fluorescence;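 also: potency is read from the fitted curve at half-maximal effect; 0% = enzyme with vehicle and -100% = no enzyme basal signal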
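Human spleen homogenate (1 ug) with 4-methylumbelliferyl-alpha-D-glucopyranoside (1 mM final) in 50 mM citrate/phosphate pH 5.0, 0.01% Tween-20; 40 min at 37 C. Stopped at pH 10; 4-MU fluorescence Ex 365/Em 440 nm; AC50 by Hill fit.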
GAA glycogen: inhibitors or activators of human alpha-glucosidase glycogen cleavage | recombinant GAA, glycogen substrate, Amplex Red glucose oxidase fluorescence | P10253 | Potency, µM (highest dose often 76.4 µM), for inactives: at the highest dose activity change, negative = inhibition, hits mostly inhibitors | hit rate 0.38% among 300,000;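 also: potency is read from the fitted curve at half-maximal effect; 0% = full enzyme reaction and -100% = no-enzyme basal signal; the screen sought inhibitors and activators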
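Natural-substrate format: glycogen cleavage by 4 nM human enzyme, glucose read by Amplex Red coupling (Ex 573, Em 610 nm). Normalized to enzyme and no-enzyme controls.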
HTT aggregate: reduces HttQ103-GFP aggregates in PC12 cells. hit rate 1.1% among 220,000. Potency, µM (doses to about 46.1 µM), without a hit: at the highest dose activity change, negative = inhibition, actives largely listed as inhibitors. PC12 HttQ103-GFP aggregates, Acumen cytometry, 40 h. AID 1688; also: potency is read from the fitted curve at half-maximal effect; % is scaled to controls: 0 for no effect and ±100 for the full control effect; nearly all actives have a fitted effect of over 60% in size
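Aggregates are detected as GFP objects 1–25 µm with signal 6 STDEV over background in lysates of induced PC12 cells. These carry Huntingtin exon 1 with 103 glutamines fused to GFP under an ecdysone promoter; compounds titrated.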
GAA inh: inhibitors of human lysosomal alpha-glucosidase; AID 1466; Potency, µM (doses to about 76.9 µM), for inactives: at the top dose activity change, negative = inhibition, hits mostly inhibitors; P10253; hit rate 0.005% among 200,000; purified human GAA, 4-MU-alpha-glucoside fluorescence;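 also: potency is read from the fitted curve at half-maximal effect; plate controls were uninhibited enzyme wells for no effect and no-enzyme background for full effect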
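Read-out is 4-methylumbelliferone fluorescence (Ex 365/Em 440 nm) after NaOH/glycine stop at pH 10. Enzyme 4 nM, substrate 400 uM, pH 5.0 citrate buffer, 20 min room temperature; AC50 from Hill-equation concentration-response.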
Lamin A splicing: LMNA splicing modulation | HeLa LMNA splicing GFP/RFP minigene ratio, 48 h | Potency, µM (series often up to 46.1 µM), for the others: top-dose ratio change, negative = inhibition, hits mostly inhibitors | hit rate 0.01% among 200,000; active = well fitted inhibition curve with a large enough effect in the signal ratio, with a control signal flat, not every such curve was filed as active; inconclusive = small, poorly fitted or top-dose-only effect, or effect the other way, or a change in a side signal; the % refers to the signal ratio; also: potency is read from the fitted curve at half-maximal effect; % is scaled to controls: 0 for no effect and ±100 for the full control effect
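Read-out is the ratio of GFP to DsRed2 object intensity, acquired by 488 nm laser-scanning cytometry on HeLa lamin A-EGFP minigene reporter cells. Compound incubation 48 hrs at 37 °C in Opti-MEM with 2% FBS; DMSO 0.5% final.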
CBFb RUNX1 block: blocks binding between human CBF-beta and RUNX1; Q01196+Q13951; AlphaScreen CBFb-His/RUNX1-biotin binding, biochemical; Potency, µM (titrated, usually from 59.8 µM), inactives show at the highest dose activity, negative = inhibition, hits mostly inhibitors; 230,000 tested, under 10 active; also: % of control where 0% means no effect
Target sequence (Q01196 whole entry, looked up): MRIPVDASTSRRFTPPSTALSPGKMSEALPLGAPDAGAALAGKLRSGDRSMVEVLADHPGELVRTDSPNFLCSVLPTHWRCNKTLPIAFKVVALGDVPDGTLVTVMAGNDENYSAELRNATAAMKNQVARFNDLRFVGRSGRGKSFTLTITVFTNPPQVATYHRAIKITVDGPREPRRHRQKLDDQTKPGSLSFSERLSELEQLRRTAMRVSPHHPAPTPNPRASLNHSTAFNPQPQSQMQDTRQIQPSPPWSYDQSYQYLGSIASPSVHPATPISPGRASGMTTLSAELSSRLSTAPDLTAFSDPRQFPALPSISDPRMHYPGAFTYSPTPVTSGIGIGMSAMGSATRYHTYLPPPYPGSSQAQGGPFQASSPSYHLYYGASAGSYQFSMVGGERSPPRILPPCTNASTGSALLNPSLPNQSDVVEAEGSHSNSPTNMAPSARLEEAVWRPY
Target sequence (Q13951 whole entry, looked up): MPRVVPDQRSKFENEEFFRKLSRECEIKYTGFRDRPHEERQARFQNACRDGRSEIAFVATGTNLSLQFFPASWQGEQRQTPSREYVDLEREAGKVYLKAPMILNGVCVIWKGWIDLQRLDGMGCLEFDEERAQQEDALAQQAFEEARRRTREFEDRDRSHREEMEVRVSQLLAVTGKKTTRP
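Room-temperature protein-protein interaction test with 30 nM each of His-tagged CBF-beta and biotinylated RUNX1, 15 min with compound, then 90 min with nickel plus streptavidin beads. Signal read in AlphaScreen mode.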
* hit, by the source's call; ? = inconclusive; · = not tested or not shown; [ ] = another dose, or the depositor's remark. Unless noted, calls follow the shape of the dose curve; as a rule, active = well fitted curve in the direction sought with a large enough effect; inconclusive = small, poorly fitted or top-dose-only effect, or another doubt; inactive = no such curve, though single readings can be large; an effect the other way counts as inactive or inconclusive.

1: COc1ccc(OCC(=O)N2CCOCC2)cc1
2: COc1ccc(CC(=O)Nc2ccccc2N2CCOCC2)cc1OC
3: COc1cc(CCCN2C(=S)NC[C@H]2Cc2ccc(O)cc2)cc(OC)c1OC
4: COc1ccc(OC)c(CCNC(=O)Cn2sc3nc(C)cc(C)c3c2=O)c1
5: CCn1c(=O)n(CC)c2cc(S(=O)(=O)Nc3cc(C)cc(C)c3C#N)ccc21
6: Nn1c(SCC(=O)N2CCOCC2)nnc1-c1ccccc1Cl
7: CCCCNC(=O)Nc1cc(C)on1
8: O=C(NC1CCCCC1)C(c1ccc(F)cc1)N(Cc1ccco1)C(=O)c1ccccn1 (centres undefined)

assay / compound	1	2	3	4	5	6	7	8
GAA inh	-4%	0%	·	-2%	-10%	3%	-9%	7%
aGlu spleen mod	2%	-1%	3%	-8%	-17%	-8%	0%	·
Lamin A splicing	15%	·	·	-1%	7%	-6%	1%	·
GAA glycogen	8%	2%	-6%	1%	-1%	6%	9%	3%
HTT ATP protect	-12%	-15%	18%[10 µM]	-146%[inhibitor]	-2%	-11%	7%	-7%
HTT aggregate	-11%	1%	1%[9.22 µM]	?	28%	6%	-4%[9.22 µM]	0%
CBFb RUNX1 block	5%	3%	4%	?	0%	-3%	-1%	-1%

9: Cn1c(SCCCC(=O)c2ccc(Br)cc2)nnc1-c1ccncc1
10: Cn1c(N)c(C(=O)COC(=O)C2CCN(S(=O)(=O)c3cccs3)CC2)c(=O)n(C)c1=O
11: COc1ccc(C(=O)/C=C/Nc2ccc(S(=O)(=O)Nc3nc(C)cc(C)n3)cc2)c(OC)c1
12: CNC(=O)NC(=O)C(C)OC(=O)c1c(C)noc1C (centres undefined)
13: O=C1Cc2ccccc2N1c1c(Cl)cccc1Cl
14: CCc1ccc(N2C(=O)Cc3c2nc(N)c(C#N)c3N)cc1
15: COc1ccc(N2CCN(C(=O)CN(C)S(=O)(=O)c3cnc[nH]3)CC2)cc1
16: Cc1ccc(-c2nc3ncccn3c2Nc2ccc3c(c2)OCCO3)cc1

assay / compound	9	10	11	12	13	14	15	16
GAA inh	-3%	·	·	-1%	4%	3%	-8%	-17%
aGlu spleen mod	1%	?	-6%	-3%	-7%	1%	-4%	-3%
Lamin A splicing	?	·	·	5%	2%	-11%	-5%	-1%
GAA glycogen	-3%	?	-3%	-11%	7%	15%	-5%	?
HTT ATP protect	-5%	13%[10 µM]	-17%[10 µM]	-16%	-3%[1.9 µM]	-4%	·	-14%[10 µM]
HTT aggregate	-22%	-23%[9.22 µM]	3%[9.22 µM]	28%	-3%	-12%	32%	15%
CBFb RUNX1 block	0%	12%	0%	5%	7%	-5%	17%	-3%

17: Cc1ccc(C2C(C(=O)c3cc4ccccc4o3)=C(O)C(=O)N2CCN2CCOCC2)o1 (centres undefined)
18: CCCC1=C(C(=O)OCC)C(c2ccco2)n2ncnc2N1 (centres undefined)
19: O=[N+]([O-])c1ccc(Cl)c(C2Nc3cccc4cccc(c34)N2)c1
20: CCN(Cc1ccccc1)S(=O)(=O)c1ccc(S(=O)(=O)N(Cc2cccc(OC)c2)CC2CCCO2)cc1 (centres undefined)
21: CCOC(=O)C1(Cc2cccc(Cl)c2)CCCN(C(=O)CCC(=O)N(C)C)C1 (centres undefined)
22: O=C(Nc1ncc(Cl)cc1Cl)c1c(F)cccc1Cl
23: COc1ccc(/C=N/NC(=O)c2cc(C)oc2C)cc1OC
24: CC(C)OC(=O)c1sc2nc3c(cc2c1N)C(=O)CCC3

assay / compound	17	18	19	20	21	22	23	24
GAA inh	4%	·	-4%	-8%	·	-4%	-1%[15.4 µM]	0%
aGlu spleen mod	-9%	1%	-2%	2%	-12%	3%	1%	0%
Lamin A splicing	-6%	·	?	12%	·	-2%[46 µM]	·	-1%
GAA glycogen	0%	-11%	?	-2%	-7%	5%	-6%	-2%
HTT ATP protect	-22%[0.074 µM]	-13%[10 µM]	-49%[inhibitor]	14%	-10%[10 µM]	-22%	-9%[10 µM]	-12%
HTT aggregate	?	-21%[9.22 µM]	?	-23%	-9%[9.22 µM]	-10%	-2%[9.22 µM]	1%
CBFb RUNX1 block	16%	-4%	-22%	18%	-3%	1%	0%	15%

25: c1ccc(SCc2cc(-c3ccccc3)no2)cc1
26: COC(=O)C1=C(C)NC(=O)NC1c1cccc(OC)c1OCc1ccccc1 (centres undefined)
27: CCCCOC(=O)CCn1c(=S)oc2ccccc21
28: C[C@H](N)c1nnc(SCc2ccc(Cl)cc2Cl)o1
29: N#CC1=C(N)Oc2n[nH]c(-c3ccccc3)c2C1c1ccsc1 (centres undefined)
30: CC(C)CCC(C(=O)O)C(C)CC(=O)NC1CCCCC1 (centres undefined)
31: Cn1cc(/C=C2\SC(=S)N(NC(=O)c3ccccc3)C2=O)c2ccccc21
32: CCOC(=O)c1[nH]c2ccccc2c1NC(=S)Nc1ccccc1C

assay / compound	25	26	27	28	29	30	31	32
GAA inh	-4%	-12%	1%	0%	2%	?	-8%	-8%
aGlu spleen mod	-5%	5%	4%	0%	-13%	5%	-13%	-3%
Lamin A splicing	?	-8%	10%	2%	-3%	-7%	-3%	?
GAA glycogen	12%	4%	-8%	1%	4%	4%	12%	14µM*
HTT ATP protect	-22%	-1%	-9%	-11%	29%[10 µM]	-18%[0.074 µM]	9%[1.9 µM]	·
HTT aggregate	4%	3%	10%	-2%	1%	-12%	10%	0%
CBFb RUNX1 block	?	-1%	17%	3%	-2%	9%	-3%	5%[2.36 µM]

33: CCCOc1ccc([N+](=O)[O-])cc1C1NC(=S)NC(c2ccccc2)=C1C(=O)OCC (centres undefined)
34: COC(=O)/C(=C/c1ccc(OC)cc1)NC(=O)c1ccco1
35: CCCCN1C(=O)C2Cc3c([nH]c4ccccc34)CN2C1=S (centres undefined)
36: CCOC(=O)c1c(CC(C)C)csc1N
37: CC(=O)SC1CC(=O)N(c2ccc(C(C)(C)C)cc2)C1=O (centres undefined)
38: CC(NC(=O)CSc1nnc(-c2cccc(S(=O)(=O)N3CCCCC3)c2)o1)C12CC3CC(CC(C3)C1)C2 (centres undefined)
39: O=C(COc1cccnc1[N+](=O)[O-])NC1CCS(=O)(=O)C1 (centres undefined)
40: COCCN(CCOC)CC(O)COC(c1ccccc1)c1ccccc1 (centres undefined)

assay / compound	33	34	35	36	37	38	39	40
GAA inh	4%	-1%	-8%	-8%	·	?	3%	0%
aGlu spleen mod	-5%	0%	7%	5%	7%	-2%	-7%	-10%
Lamin A splicing	9%[0.0737 µM]	-10%	·	·	·	-2%	-12%	6%[46 µM]
GAA glycogen	-11%	8%	-9%	-7%	-4%	-15%	5%	-1%
HTT ATP protect	-32%	-5%[10 µM]	-30%	-18%	1%[10 µM]	-43%[inhibitor]	9%[0.074 µM]	-9%[10 µM]
HTT aggregate	-20%	-9%	?	22%	-15%[9.22 µM]	?	11%	11%
CBFb RUNX1 block	-4%	11%	-13%	3%	13%	-3%	8%	11%

Some of the entries above in another layout.
No.	molecule	GAA inh	aGlu spleen mod	Lamin A splicing	GAA glycogen	HTT ATP protect	HTT aggregate	CBFb RUNX1 block
13	O=C1Cc2ccccc2N1c1c(Cl)cccc1Cl	4%	-7%	2%	7%	-3%[1.9 µM]	-3%	7%
14	CCc1ccc(N2C(=O)Cc3c2nc(N)c(C#N)c3N)cc1	3%	1%	-11%	15%	-4%	-12%	-5%
15	COc1ccc(N2CCN(C(=O)CN(C)S(=O)(=O)c3cnc[nH]3)CC2)cc1	-8%	-4%	-5%	-5%	·	32%	17%
16	Cc1ccc(-c2nc3ncccn3c2Nc2ccc3c(c2)OCCO3)cc1	-17%	-3%	-1%	?	-14%[10 µM]	15%	-3%

Next part.
41: CC(=O)Nc1ccc(CC#N)cc1
42: O=C(Cn1cccc1C(=O)c1ccccc1)NCc1ccc(Cl)cc1
43: CCOC(=O)NC(C(Cl)(Cl)Cl)S(=O)(=O)c1ccccc1 (centres undefined)
44: Cn1c(CCNC(=O)c2ccc(Cl)cc2)n[nH]c1=S
45: Cc1cccc(NC(=O)c2ccc([N+](=O)[O-])s2)c1C
46: S=c1[nH]c2ccc(Cl)cc2s1
47: COc1ccccc1OCC(=O)n1cc(C(=O)c2cc(Cl)cc(Cl)c2O)cn1
48: O=C(c1ccccc1)c1sc(N2CCCCCC2)nc1-c1ccccc1

assay / compound	41	42	43	44	45	46	47	48
GAA inh	·	3%	·	3%	-8%	7%	8%	-7%
aGlu spleen mod	0%	-6%	4%	-11%	-6%	-5%	-3%	-10%
Lamin A splicing	·	·	·	13%	?	14%[46 µM]	4%	13%
GAA glycogen	6%	-7%	-1%	-3%	12%	?	-17%	-5%
HTT ATP protect	7%[10 µM]	23%	21%[10 µM]	-4%	1%[10 µM]	-18%[10 µM]	2%[0.074 µM]	-10%
HTT aggregate	-1%[9.22 µM]	17%	21%[9.22 µM]	14%	1%	12%[9.22 µM]	-1%	?
CBFb RUNX1 block	2%	5%	8%	-5%	-4%	-6%	-7%	?

49: Cc1cc(C)nc(SC2CCCCC2NS(=O)(=O)c2ccccc2)n1 (centres undefined)
50: Cc1cccc2c(CC(=O)Nc3ccccc3)noc12
51: CC(NC(=O)CCc1nnc(C2(c3ccc(Cl)cc3)CCC2)o1)C1CC1 (centres undefined)
52: C/C(=N\NC(=O)C(=O)Nc1ccc(C)cc1)c1ccncc1
53: COc1ccc(CCNC(=O)C2CC(c3cccc(F)c3)=NO2)cc1 (centres undefined)
54: COc1cccc(-n2nnnc2SCC(=O)NCc2ccco2)c1

assay / compound	49	50	51	52	53	54
GAA inh	-2%	-3%	?	0%	·	-2%
aGlu spleen mod	-6%	-4%	-3%	6%	1%	-7%
Lamin A splicing	-13%	-4%	12%[46 µM]	-11%	·	-13%
GAA glycogen	8%	5%	1%	1%	6%	7%
HTT ATP protect	37%[10 µM]	·	9%[10 µM]	30%[10 µM]	32%[10 µM]	2%[10 µM]
HTT aggregate	7%	-14%	3%[9.22 µM]	-25%	-8%[9.22 µM]	1%
CBFb RUNX1 block	-1%	6%	12%	11%	10%	7%

Screening results: PubChem BioAssay, National Center for Advancing Translational Sciences (NCATS)
